Dyrk1A ADPGlo – blocks rat Dyrk1A kinase activity; AID 504441; Q63470; ADP-Glo luminescence, NFATc1 peptide; hit rate 0.43% among 310,000; inhibition, % at 12.5 µM; in the data active means inhibition above about 50%;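 further: plate controls were vehicle with enzyme for no effect and no enzyme for full effect; many of its hits are not listed in these tables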
KCNK9 block – human KCNK9 channel inhibition; Q9NPC2; HEK293 KCNK9, FluxOR thallium flux fluorescence; active compounds read low; B-score at 10 µM; hit rate 1.2% among 310,000; AID 488922;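 active means ratio B-score over 3 SD below the library mean, with starting fluorescence within 5 SD of its mean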;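 further: negative B-score means less thallium flux so channel inhibition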
Target sequence (Q9NPC2 whole entry, looked up): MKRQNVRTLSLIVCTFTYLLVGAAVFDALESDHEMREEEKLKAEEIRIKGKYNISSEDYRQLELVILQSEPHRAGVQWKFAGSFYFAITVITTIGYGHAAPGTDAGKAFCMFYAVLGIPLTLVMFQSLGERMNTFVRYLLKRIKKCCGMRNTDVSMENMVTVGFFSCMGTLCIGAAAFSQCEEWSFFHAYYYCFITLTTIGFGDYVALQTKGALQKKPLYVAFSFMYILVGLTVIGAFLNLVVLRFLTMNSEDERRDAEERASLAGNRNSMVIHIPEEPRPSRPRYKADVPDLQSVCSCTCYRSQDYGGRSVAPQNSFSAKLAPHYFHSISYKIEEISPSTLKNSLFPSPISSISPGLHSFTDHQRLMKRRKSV
KCNQ1 block – inhibitors of human KCNQ1 potassium channel | hit rate 1.3% among 310,000 | P51787 | CHO-K1 KCNQ1, FluxOR thallium flux fluorescence; active compounds read high | B-score at 10 µM;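 active means compounds whose thallium flux B-score, printed positive for inhibition, exceeds three library SD while starting fluorescence stays within three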;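 further: channel opened by potassium depolarization with thallium stimulus after 20 min compound exposure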
Target sequence (P51787 whole entry, looked up): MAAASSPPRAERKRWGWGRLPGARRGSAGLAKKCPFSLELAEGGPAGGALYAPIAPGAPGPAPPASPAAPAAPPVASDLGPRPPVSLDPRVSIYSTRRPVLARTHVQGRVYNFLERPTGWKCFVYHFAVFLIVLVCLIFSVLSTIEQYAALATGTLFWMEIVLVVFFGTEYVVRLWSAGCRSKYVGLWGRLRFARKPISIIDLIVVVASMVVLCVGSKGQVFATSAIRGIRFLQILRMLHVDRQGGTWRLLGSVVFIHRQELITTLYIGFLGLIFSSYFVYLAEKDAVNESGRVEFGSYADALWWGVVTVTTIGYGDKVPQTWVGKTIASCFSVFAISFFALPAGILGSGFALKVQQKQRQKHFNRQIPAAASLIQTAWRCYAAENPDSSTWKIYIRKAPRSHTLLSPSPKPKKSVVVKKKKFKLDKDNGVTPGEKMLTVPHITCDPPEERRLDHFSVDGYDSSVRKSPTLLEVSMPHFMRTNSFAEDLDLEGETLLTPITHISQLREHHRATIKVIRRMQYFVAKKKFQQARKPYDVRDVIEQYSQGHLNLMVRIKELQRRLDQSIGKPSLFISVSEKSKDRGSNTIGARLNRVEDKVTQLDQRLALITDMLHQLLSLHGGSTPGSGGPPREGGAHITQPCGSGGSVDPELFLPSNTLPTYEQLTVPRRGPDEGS
PolyA inhibitor – yeast polyadenylation inhibition; hit rate 0.02% among 300,000; calls only at 12 µM; AID 1875; S. cerevisiae SKY197-pL101 polyadenylation reporter, beta-gal luminescence; efflux-impaired pdr1/pdr3 knockout yeast; score 100 = 6 SD above DMSO;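 active means lowest replicate activity score at least 50, where 100 means six control SD above control mean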;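 further: yeast exposed to compound for 9 h at 30 °C; higher score means more reporter readthrough which indicates perturbed polyadenylation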
TRPC4 potent – allosterically enhances the mouse TRPC4 cation channel. Q9QUQ5. HEK293 TRPC4beta/mu-opioid, DAMGO EC20, Fluo-4 Ca2+ flux; active compounds read high. B-score at 10 µM. hit rate 0.42% among 310,000. AID 2227;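 active means B-score of calcium response area above 5 SD of library B-scores, with initial fluorescence ratio within 5 SD of library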;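 further: B-score of integrated fluorescence ratio over time as area under calcium response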
TRPC4 inh – TRPC4 (mouse) channel inhibition; HEK293 TRPC4beta/mu-opioid, DAMGO-evoked Fluo4 calcium flux; active compounds read low; B-score at 10 µM; hit rate 0.39% among 300,000; AID 2247;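 active means B-score over 3 SD under the library average, no early fluorescence shift, positive overall ratio signal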
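Signal: kinetic Fluo4 fluorescence imaging of calcium influx. Material: stable TRPC4beta/mu-opioid receptor HEK293 cells. Probe or stimulus: DAMGO in two steps, submaximal then maximal.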
TRPC4 agonist – TRPC4 (mouse) channel activation | HEK293 TRPC4beta/mu-opioid, Fluo4 calcium fluorescence; active compounds read high | B-score at 10 µM | hit rate 0.49% among 310,000 | AID 2237;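 active means B-score above 5 SD of library B-scores, and initial fluorescence ratio not above library mean plus 5 SD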;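 further: positive B-score marks a calcium rise read as TRPC4 activation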
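System – HEK293 cells stably co-expressing mouse TRPC4beta and mu-opioid receptor · Signal – Fluo4 calcium-sensitive dye fluorescence, kinetic, 1 Hz baseline · Benchmarks – buffer (low) and maximal DAMGO (high) · Read-out – B score of integrated fluorescence ratio per well · Incubation – dye loading 45 min room temperature, 110 s kinetic read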
Platelet DG rel – platelet dense granule release activity | human platelet-rich plasma, SFLLRN dense granule ATP release, luminescence | inhibition, %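 (compounds screened at 7.5 µM in platelet-rich plasma)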 | hit rate 0.22% among 300,000;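 active means mean replicate score, as percent of positive control, at or above 50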
hERG protect – hERG (human) protection from proarrhythmic block | Q12809 | CHO-hERG, FluxOR thallium flux, dofetilide IC70 present | activation (rescue from dofetilide block), less the hit threshold, % at 10 µM | hit rate 0.51% among 310,000 | AID 1511;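 active means activation above the mean of controls blocked by dofetilide plus 5 SD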;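 further: thallium influx through hERG after potassium depolarization seen as dye fluorescence rise; in these data hits start at about 4.7%; inactives centre near -7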
KCNQ1 act – potentiators or activators of human KCNQ1 potassium channel | P51787 | CHO-K1 KCNQ1, thallium flux FluxOR fluorescence; active compounds read high | B-score at 10 µM | hit rate 0.35% among 310,000 | AID 2648;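 active means fluorescence ratio B-score, a plate-corrected score, at least three library SD, with initial intensity B-score within 5 SD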
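Schedule – 37 °C overnight plating, 90-min dark dye load, 20-min compound pretreatment · System – stable KCNQ1 CHO-K1 line · Probe or stimulus – thallium- and potassium-containing depolarizing buffer · Measured by – kinetic FluxOR fluorescence, 10 s baseline plus 110 s post-stimulus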
KCNK3 inh – human KCNK3 channel inhibition, primary screen; B-score at 10 µM; hit rate 0.84% among 340,000; CHO-KCNK3 thallium flux, FluxOR fluorescence; active compounds read low; O14649;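 active means B-score under library mean minus 4 SD, starting fluorescence ratio at most library mean plus 5 SD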;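 further: more negative B-score means stronger inhibition of thallium flux through KCNK3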
* marks the source's active call; other numbers are inactive results; i = inactive; / = not tested or not shown. Not all compounds are listed (hit frequency here may not be typical).

SMILES | Dyrk1A ADPGlo | KCNK9 block | KCNQ1 block | PolyA inhibitor | TRPC4 potent | TRPC4 inh | TRPC4 agonist | Platelet DG rel | hERG protect | KCNQ1 act | KCNK3 inh
COc1ccc(N=CC=C2OC(C)(C)C(C)(C)O2)cc1OC | 2 | i | i | i | i | i | i | 3 | -14 | i | i
S=c1nc(Cc2ccccc2)[nH]c2ccccc12 | 6 | i | i | i | i | i | i | -5 | 44* | 48* | i
CCOC(=O)N1CCN(c2c(NCCc3ccc(OC)c(OC)c3)c(=O)c2=O)CC1 | 3 | i | i | i | i | i | i | 12 | -9 | i | i
CC1=N/C(=C\c2ccc3c(c2)OCO3)C(=O)N1c1ccc(C(=O)O)cc1 | 15 | i | i | i | i | i | i | -13 | -2 | i | i
COc1ccc(N2C(=O)[C@@H]3[C@H](C2=O)[C@H]2C=CC=NN2[C@@H]3C(=O)Nc2ccc(Cl)cc2)cc1 | / | i | i | i | i | i | i | -18 | -10 | i | i
NCC(=O)N1CCC(C(=O)N[C@@H](Cc2c[nH]c3ccccc23)C(=O)O)CC1 | 0 | i | i | i | i | i | i | -6 | -2 | i | i
Cc1cc2c(NC(=O)Nc3ccc(C(F)(F)F)cc3)cccc2nn1 | 0 | i | i | i | i | i | i | 5 | -12 | i | i
Cc1nc2ccc3nc(NC(=O)c4ccco4)sc3c2s1 | 47 | i | i | i | i | i | i | -1 | -8 | i | i
CN1CCN(C2=C(Cl)C(=O)N(c3ccc(Cl)cc3)C2=O)CC1 | -3 | i | i | i | i | i | i | -5 | -2 | i | i
O=C(CS(=O)(=O)c1cn(Cc2ccc(Cl)cc2)c2ccccc12)N1CCOCC1 | 3 | i | i | i | i | i | i | -2 | -11 | i | i
COCCn1c(SCC(=O)Nc2ccccc2)nc2c1c(=O)[nH]c(=O)n2C | 1 | i | i | i | i | i | i | -2 | -12 | i | i
O=C(Nc1ccon1)c1cccc(S(=O)(=O)N2CCCC2)c1 | 2 | i | i | i | i | i | i | -2 | -8 | i | i
Cn1nccc1C(=O)NC1CC(C)(C)Cc2c1cnn2-c1ccc(F)cc1 (stereo not given) | 2 | i | 6* | i | i | i | i | 0 | -7 | i | i
O=C1/C(=C/c2cccs2)SC(=S)N1NS(=O)(=O)c1ccccc1 | -7 | i | i | / | i | i | i | -3 | -8 | i | i
Cc1nc(SCc2ccc(C#N)cc2)n[nH]1 | 0 | i | i | i | i | i | i | -7 | 0 | i | i
COc1ccc(C(C(=O)NCC2CCCO2)N(Cc2ccccc2)C(=O)c2snc(C(N)=O)c2N)cc1OC (stereo not given) | 1 | i | i | i | i | i | i | -13 | -20 | i | i
C=CCSc1nnc(-c2cc3c(C(F)(F)F)nn(C)c3s2)n1C | -4 | i | i | i | i | i | i | -1 | -5 | i | i
Cc1nn(C)cc1C(=O)c1ccccc1 | -4 | i | i | i | i | i | i | 0 | -1 | i | i
CC(=O)Nc1cc(C(=O)N(C)Cc2ccco2)ccc1Sc1ccc(C)cc1 | -4 | i | i | i | i | i | i | 3 | -4 | i | i
O=C(c1cccs1)N1CCCC(c2ccccc2)C1 (stereo not given) | 1 | i | i | i | i | i | i | -2 | -2 | i | i

Taken from above:
COCCn1c(SCC(=O)Nc2ccccc2)nc2c1c(=O)[nH]c(=O)n2C in hERG protect → -12
Cc1nc2ccc3nc(NC(=O)c4ccco4)sc3c2s1 in hERG protect → -8

Further structures:
SMILES | Dyrk1A ADPGlo | KCNK9 block | KCNQ1 block | PolyA inhibitor | TRPC4 potent | TRPC4 inh | TRPC4 agonist | Platelet DG rel | hERG protect | KCNQ1 act | KCNK3 inh
O=C(O)CC(NC(=O)c1ccccc1NC(=O)c1ccccc1)C(=O)O (stereo not given) | 2 | i | i | i | i | i | i | -2 | -3 | i | i
CC(=O)Nc1ccc(C(=O)Cn2c3[n+](c4c(F)c(F)ccc42)CCCCC3)cc1 | -4 | i | i | i | i | i | i | 3 | 2 | i | i
COC(=O)c1cc(OC)nc2c1c(=O)n(C)c(=O)n2C | 5 | i | i | i | i | i | i | -2 | -4 | i | i
Cc1ccc(P(=O)(CO)c2ccc(C)cc2)cc1 | -2 | i | i | i | i | i | i | -3 | -5 | i | i
O=C(COc1ncnc2ccccc12)NCC1CCCO1 (stereo not given) | 3 | i | i | i | i | i | i | 1 | -13 | i | i
CC(=O)Nc1ccc(S(=O)(=O)NC2CC(=O)N(c3cccc(F)c3)C2)cc1 (stereo not given) | -2 | i | i | i | i | i | i | -1 | -12 | i | i
O=C1CSC(=S)N1N1C(=O)c2cccc([N+](=O)[O-])c2C1=O | / | i | i | i | i | i | i | 0 | -8 | i | /
CCC(C(=O)Nc1nccs1)(C(F)(F)F)C(F)(F)F | 3 | i | i | i | i | i | i | 10 | -5 | i | i
COc1ccc(C(=O)OCC(=O)Nc2cc(C)on2)cc1S(=O)(=O)N1CCOCC1 | -1 | i | i | i | i | i | i | -5 | -5 | i | i
Cc1nc(C)n(CC(O)COc2ccc3cc(Br)ccc3c2)n1 (stereo not given) | 12 | i | i | / | i | i | i | 3 | -9 | i | i
O=C(Nc1ccc2ccccc2n1)c1ccc(Cl)cc1 | 0 | i | i | i | i | i | i | -11 | -3 | i | i
COc1cc(C(=O)N2CCCc3ccccc32)c([N+](=O)[O-])cc1OC | 0 | i | i | i | i | i | i | 16 | -11 | i | i
CCCc1n[nH]c(=O)c2c1nnn2Cc1ccccc1 | 2 | i | i | i | i | i | i | 5 | -5 | i | i
Cc1[nH]c(C)c(S(=O)(=O)N2CCN(c3ccccc3)CC2)c1C(=O)N1CCCC1 | -5 | i | i | i | i | i | i | 3 | -6 | i | i
CCN1CCCC1CN(Cc1cc2ccc(C)cc2[nH]c1=O)C(=S)Nc1ccccc1OC (stereo not given) | -2 | i | i | i | i | i | i | 7 | -2 | i | i
CC(=O)Nc1ccc(/C=C2\Sc3ccccc3C2=O)cc1 | -1 | i | i | i | i | i | i | 22 | -7 | i | i
COCCCN1C(=O)C(=O)/C(=C(/O)c2ccc(OC(C)C)cc2)C1c1ccncc1 (stereo not given) | -1 | i | i | i | i | i | i | 1 | -6 | i | i
CC(C)C[C@H]1CN=C(Nc2ccccc2)N1CC1CCCCC1 | 0 | i | i | i | i | i | i | -3 | -3 | i | i
C=C1SC(=Nc2c(C)cccc2Cl)N(C(=O)c2sc3ccccc3c2Cl)C12CCCCC2 | -5 | i | i | i | i | i | i | -3 | -3 | i | i
CCOC(=O)Cc1csc(SCC(=O)N(CC(C)C)c2c(N)n(Cc3ccccc3)c(=O)[nH]c2=O)n1 | 0 | i | i | i | i | i | i | 0 | -9 | i | i
Cc1nc2ccccc2c(=O)n1NC(=O)c1ccccc1 | -6 | i | i | i | i | i | i | 16 | -8 | i | i
CCc1cc(=O)oc2cc(C)cc(OC(C)C(=O)NC(Cc3c[nH]c4ccc(O)cc34)C(=O)O)c12 (stereo not given) | -3 | i | i | i | i | i | i | 1 | -5 | i | i
CC1CCCCN1C(=S)NCc1ccco1 (stereo not given) | -1 | i | i | i | i | i | i | 2 | -7 | i | i
CC(=O)NC12CC3CC(C1)CC(C(=O)N1CCN(S(=O)(=O)c4ccc(Cl)s4)CC1)(C3)C2 | 0 | i | i | i | i | i | i | 1 | -11 | i | i
CCCCCCCCNC(=O)/C(C#N)=C/c1ccccc1[N+](=O)[O-] | -6 | i | 7* | i | i | i | i | 2 | -12 | i | i
NC(=O)CSc1oc(-c2ccc(F)cc2)nc1S(=O)(=O)c1ccccc1 | -11 | i | i | i | i | i | i | 4 | -11 | i | i
O=C1OCc2cccc([N+](=O)[O-])c21 | 0 | i | i | i | i | i | i | -1 | -11 | i | i
COC(=O)c1sccc1S(=O)(=O)Nc1ccc(C)cc1 | 16 | i | i | i | i | i | i | 29 | -2 | i | i
Cc1ccc(C)c(OCC(=O)NCCNC(=O)COc2cc(C)ccc2C)c1 | 0 | i | i | i | i | i | i | -2 | -11 | i | i
CC(=O)c1cccc(NC(=S)NC(=O)c2ccccc2)c1 | -1 | i | i | i | i | i | i | 5 | -1 | i | i
CCOC(=O)N1CCN(S(=O)(=O)c2cc(C)c(C)cc2C)CC1 | -1 | i | i | i | i | i | i | 13 | -3 | i | i
OCCOCCNc1ncnc2sc(-c3ccccc3)cc12 | 41 | i | i | i | i | i | i | 2 | -7 | i | i
COc1ccc(N2C(=O)C3C(c4ccc(C(=O)O)cc4)NC(Cc4ccccc4)(C(=O)O)C3C2=O)c([N+](=O)[O-])c1 (stereo not given) | 5 | i | i | i | i | i | i | 0 | -8 | i | i
Cc1ccc2cc(CN(Cc3ccco3)C(=O)NC3CCCCC3)c(=O)[nH]c2c1C | -30 | i | i | i | i | i | i | 6 | -19 | i | i
Cc1ccccc1OCC(=O)OCC(=O)Nc1cc(S(C)(=O)=O)ccc1Cl | -15 | i | i | i | i | i | i | 0 | -15 | i | i
Cc1ccc(C(C)C)c(OCC(=O)NN=C(CCl)CCl)c1 | / | i | i | i | i | i | i | 5 | -8 | i | /
CCOC(=O)c1cnc(SCc2nc(N)nc(Nc3ccc(OC)cc3)n2)nc1N | 11 | i | i | i | i | i | i | 0 | -12 | i | i
CC(=O)c1cccc(NC(=O)Nc2cc3sccc3n2C)c1 | / | i | i | i | i | i | i | 0 | -1 | i | /
Cc1ccccc1C(=O)Oc1ccc(Cl)cc1C(=S)N1CCOCC1 | 3 | -12* | i | i | i | i | i | 1 | -12 | i | -9.3*
O=C(O)CCn1nc(-c2ccc(F)cc2)cc(Cc2ccccc2)c1=O | -4 | i | i | i | i | i | i | 1 | -4 | i | i
Oc1ccc(/C=N/Nc2cccc3cccnc23)c(O)c1 | -1 | i | i | i | i | i | i | 8 | -10 | i | i
COc1ccc(NC(=O)C(=O)NCCC2CCCCN2S(=O)(=O)c2ccc(F)cc2)cc1 (stereo not given) | / | i | i | i | i | i | i | -20 | -5 | i | i
CC12CC3(C)CC(C)(C1)CC(C(=O)NC1=NCCS1)(C2)C3 | -2 | i | i | i | i | i | i | -1 | -12 | i | i
CC(C)Nc1nc(Cl)nc(N(C#N)CN2C(=O)c3ccccc3C2=O)n1 | 5 | i | i | i | i | i | i | -11 | -17 | i | i
